FLuc modulator – qHTS profiling assay for firefly luciferase inhibitor/activator using purifed enzyme and Km concentrations of substrates (counterscreen for miR-21 project) | purified FLuc, Km substrates, luminescence inhibition | hit rate 6.9% among 360,000 | Luciferin 4-monooxygenase (Photinus pyralis), P08659 | Potency, µM (doses to about 57.5 µM), without a hit: at the highest dose activity change, negative = inhibition, most hits filed as inhibitors;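 further: plate controls were vehicle for no effect and reference inhibitor for full effect; nearly all actives have a fitted effect of over 55% in size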
Target sequence (P08659 whole entry, looked up): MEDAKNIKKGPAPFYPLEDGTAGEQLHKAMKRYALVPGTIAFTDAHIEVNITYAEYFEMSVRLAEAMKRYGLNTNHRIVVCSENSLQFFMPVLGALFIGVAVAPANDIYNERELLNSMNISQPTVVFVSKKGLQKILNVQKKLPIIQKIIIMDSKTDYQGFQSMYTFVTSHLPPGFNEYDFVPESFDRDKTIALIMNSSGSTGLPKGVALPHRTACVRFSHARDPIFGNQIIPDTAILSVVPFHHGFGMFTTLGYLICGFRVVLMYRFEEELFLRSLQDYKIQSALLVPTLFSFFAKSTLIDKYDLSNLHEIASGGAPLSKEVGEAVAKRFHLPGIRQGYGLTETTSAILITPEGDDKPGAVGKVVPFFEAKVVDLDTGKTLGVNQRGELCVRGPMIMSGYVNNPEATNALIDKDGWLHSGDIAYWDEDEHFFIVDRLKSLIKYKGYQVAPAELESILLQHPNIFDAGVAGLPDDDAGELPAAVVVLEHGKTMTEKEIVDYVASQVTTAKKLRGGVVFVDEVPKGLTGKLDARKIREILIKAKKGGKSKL
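Biochemical qHTS of compounds, final roughly 60 µM downward over six points, against 10 nM purified firefly luciferase using Km concentrations of substrates (10 uM D-luciferin, 10 uM ATP) in Tris acetate pH 7.5 buffer; luminescence output.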
ELG1 genotox – qHTS screen for small molecules that induce genotoxicity in human embryonic kidney (HEK293T) cells expressing luciferase-tagged ELG1; hit rate 1.3% among 330,000; Potency, µM (highest dose often 46 µM), for the others: top-dose activity change, positive = activation, most hits filed as activators; HEK293T ELG1-luciferase reporter, luminescence, 16 h; AID 504466, 2011; further: % of control where 0% means no effect; nearly all actives have a fitted effect of over 60% in size
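ELG1-luciferase HEK293T cells, 2,000/well; compound pinned in; 16 hr, 37 °C, 5% CO2; ONE-Glo, 30 min RT; luminescence on CCD imager.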
Rab9 promoter act – qHTS Assay for Rab9 Promoter Activators; Huh7 Rab9 promoter-luciferase reporter, luminescence, 24 h; Potency, µM (highest dose often 9.22 µM), for inactives: at the highest dose activation, negative = inhibition, hits mostly activators; hit rate 2.8% among 320,000; AID 485297, 2010; further: % of control where 0% means no effect; nearly all actives have a fitted effect of over 60% in size
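Promoter activation is measured as luciferase luminescence in Huh7 cells stably transfected with a Rab9 promoter–luciferase construct, following 24 h compound exposure at 37 °C and 10 min reagent incubation at ambient temperature.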
uPA surface inh – qHTS for Inhibitors of Cell Surface uPA Generation; Potency, µM (doses to about 38.3 µM), inactives show top-dose activity change, negative = inhibition, hits mostly inhibitors; hit rate 0.31% among 330,000; AID 540303, 2011; cell surface uPA generation assay, qHTS; active means well fitted inhibition curve with a large enough effect; inconclusive means small, poorly fitted or top-dose-only effect; inactive means no such curve, though single readings can be large or run the other way; tested in mouse RAW 264.7 cells; further: on the % scale 0 is the no-effect control and ±100 the full control effect; nearly all actives have a fitted effect of over 55% in size
NPC1 prom act – qHTS Assay for NPC1 Promoter Activators | AID 485313, 2010 | Potency, µM (doses to about 9.22 µM), for inactives: at the top dose activation, usual class: activators | Huh7 NPC1 promoter luciferase reporter, 24 h | hit rate 2.4% among 320,000;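 further: % of control where 0% means no effect; nearly all actives have a fitted effect of over 60% in size; reporter is driven by a mutant NPC1 promoter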
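Luminescence read-out of NPC1 promoter-driven luciferase in stably transfected Huh7 cells; compounds delivered in DMSO and left 24 h at 37C, 5% CO2, qHTS titration format.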
Gal4-VP16 FLuc – VP16 counterscreen qHTS for inhibitors of ROR gamma transcriptional activity; Drosophila S2 Gal4-VP16 UAS-luciferase, luminescence, 20 h; hit rate 3.5% among 310,000; Potency, µM (top dose mostly 53.6 µM), for inactives: at the highest dose activity, negative = inhibition, actives largely listed as inhibitors;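 further: Gal4-VP16 expression switched on by copper sulfate through the metallothionein promoter; on the % scale 0 is the no-effect control and ±100 the full control effect; nearly all actives have a fitted effect of over 50% in size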
MBNL1-CUG inh – qHTS Assay for Inhibitors of MBNL1-poly(CUG) RNA binding | hit rate 0.036% among 280,000 | Muscleblind-like protein 1 (Homo sapiens), Q9NR56 | TR-FRET MBNL1-His/biotin-(CUG)12 binding, 665/545 ratio | Potency, µM (highest dose often 57.5 µM), inactives show top-dose activity change, negative = inhibition, usual class: inhibitors | AID 2675, 2010; active means well fitted inhibition curve with a large enough effect in the signal ratio, with a control signal flat, not every such curve was filed as active; inconclusive means small, poorly fitted or top-dose-only effect, or effect the other way, or a change in a side signal; inactive means no such curve, though single readings can be large or run the other way; the % refers to the signal ratio; further: on the % scale 0 is the no-effect control and ±100 the full control effect
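MBNL1-His + Biotin-(CUG)12, cpd titration 92 nM–58 uM; Tb anti-His Ab 0.055 ng/ul, SA-XL665 5 nM (final); 60 min RT; ratiometric 665/545 nm, Ex 340 nm; normalized to buffer and full-complex controls.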
p53 reactivation – qHTS assay for re-activators of p53 using a Luc reporter; H1299 p53-A138V BP100-luciferase reporter, luminescence, 24 h; Potency, µM (top dose mostly 92.2 µM), for the others: at the top dose activity change, positive = activation, most hits filed as activators; hit rate 0.063% among 320,000; AID 504706, 2011; further: % of control where 0% means no effect; nearly all actives have a fitted effect of over 45% in size
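H1299 (p53-null), stable ts p53-A138V + BP100-Luc; 1000 cells/well, Opti-MEM/10% FBS; cpd 4 pt, 1:5; 24 h, 37 deg C, 5% CO2; detection reagent 10 min RT; luminescence.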
RORgamma inh – qHTS for inhibitors of ROR gamma transcriptional activity; Nuclear receptor ROR-gamma (Mus musculus), P51450; Drosophila S2 Gal4-RORgamma UAS-luciferase reporter, 20 h; Potency, µM (titrated, usually from 53.6 µM), without a hit: top-dose activity change, negative = inhibition, actives largely listed as inhibitors; hit rate 5.4% among 310,000; AID 2551, 2010; further: on the % scale 0 is the no-effect control and ±100 the full control effect; nearly all actives have a fitted effect of over 60% in size
Target sequence (P51450 whole entry, looked up, the tested form may be a part): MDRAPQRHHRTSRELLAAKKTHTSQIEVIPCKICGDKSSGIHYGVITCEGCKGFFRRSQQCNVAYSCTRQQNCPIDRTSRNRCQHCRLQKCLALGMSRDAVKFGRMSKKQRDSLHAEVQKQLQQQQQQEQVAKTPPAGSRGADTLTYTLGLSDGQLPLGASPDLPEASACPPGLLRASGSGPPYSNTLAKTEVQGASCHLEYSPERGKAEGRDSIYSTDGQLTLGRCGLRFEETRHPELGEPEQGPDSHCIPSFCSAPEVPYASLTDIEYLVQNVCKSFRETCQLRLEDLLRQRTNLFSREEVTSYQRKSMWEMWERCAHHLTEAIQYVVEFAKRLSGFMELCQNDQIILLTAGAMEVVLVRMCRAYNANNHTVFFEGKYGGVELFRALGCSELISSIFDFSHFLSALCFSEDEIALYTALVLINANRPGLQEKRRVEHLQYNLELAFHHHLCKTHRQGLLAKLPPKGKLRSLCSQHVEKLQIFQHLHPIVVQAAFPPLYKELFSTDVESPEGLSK
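In this cell-based reporter format, copper sulfate (700 uM final) drives Gal4–ROR gamma fusion expression from a metallothionein promoter in Drosophila Schneider cells; compounds preincubated 1 hr, reporter read after 20 hr at ambient temperature.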
BRCA1 expr act – qHTS Assay to Identify Small Molecule Activators of BRCA1 Expression; MCF7-BRCA1-FFLuc reporter, luminescence, 48 h; response scale: scaled: vehicle 0%, 10 µM genistein 100%; Potency, µM (highest dose often 46.1 µM), for inactives: at the top dose activation, actives largely listed as activators; hit rate 1.1% among 380,000; further: nearly all actives have a fitted effect of over 80% in size; some results filed as inactive show a strong effect at the top dose
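Reporter cells (MCF7, BRCA1 promoter-firefly luciferase) received library compounds across a concentration series for 48 h. End-point luminescence was measured and concentration-effect curves derived after normalization.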
* = called active by the depositor; ? = inconclusive; · = not tested or not shown; & = joins results of further samples; [ ] = remark or other dose. Unless noted, the call rests on the fitted dose curve; in most records, active means well fitted curve in the direction sought with a large enough effect; inconclusive means small, poorly fitted or top-dose-only effect, or another doubt; inactive means no such curve, though single readings can be large; an effect the other way counts as inactive or inconclusive. Potency means the concentration at half of the fitted maximal effect.

SMILES	FLuc modulator	ELG1 genotox	Rab9 promoter act	uPA surface inh	NPC1 prom act	Gal4-VP16 FLuc	MBNL1-CUG inh	p53 reactivation	RORgamma inh	BRCA1 expr act
COc1cccc(C(CNC(=O)C2CCN(C(=O)Nc3ccccc3)CC2)N(C)C)c1 (stereo not drawn)	·	5%	18%	4%	0%	·	·	13%	·	18%
CCCc1cc(N2CCCC(C(=O)NCc3ccc4c(c3)OCO4)C2)n2ncnc2n1 (stereo not drawn)	5%	0%	-4%	·	1%	-2%	0%	0%	0%	-23%
CCOc1ccc(C(=O)COC(=O)c2cccc(-n3cnnn3)c2)cc1	2.7µM*	23%	?	-1%	?	0%	2%	1%	?	45%
CCOC(=O)c1c(C)[nH]c(C(=O)OCC(=O)NCc2ccc(C)cc2)c1C	0%	·	-7%	2%	-4%	·	·	·	·	-19%
Cc1ccccc1NC(=O)C(C)n1c2ccccc2c2nc(=O)cc(C)n21 (stereo not drawn)	-1%	2%	-4%	10%	-3%	-6%	0%	-2%	6%	-9%
COc1cc(NC(=O)COC(=O)Cn2cnc3c2c(=O)n(C)c(=O)n3C)cc(OC)c1	-2%	1%	-1%	7%	-4%	·	·	17%	·	9%
COc1ccc([C@@H]2[C@@H]3C(=O)N(C(C)(C)C)C(=O)[C@@H]3[C@]3(Cc4ccccc4)C(=O)N(c4ccc(OC)cc4)C(=O)N23)cc1	6%	-1%	-3%	5%	-5%	·	·	0%	·	-7%
COc1ccc(-c2coc3c(C)c4oc(=O)c(CC(=O)O)c(C)c4cc23)cc1	?	-8%	-2%	8%	2%	0%	-2%	2%	9%	-10%
O=C(OCCCOC(=O)c1ccc([N+](=O)[O-])o1)c1ccc([N+](=O)[O-])o1	-1%	-22%	-1%	?	-8%	·	·	8%	·	-27%
O=C(COC(=O)Cc1cccc(C(F)(F)F)c1)NC(=O)NC1CCCC1	·	5%	·	17%	·	·	·	-4%	·	-1%
CC1(C)Cc2ccccc2C(=NCCCCCC(=O)O)N1	-1%	-1%	-3%	·	2%	24%	9%	17%	33%	·
Cc1cc(C)c(C(=O)CC(=O)c2ccccc2Cl)c(O)c1	4%	-8%	-1%	1%	2%	4.5µM*	3%	?	2.2µM*	-53%
Cn1nc(C(=O)NCC2CCCO2)c2ccccc2c1=O (stereo not drawn)	3%	8%	2%	·	-2%	·	7%	4%	-1%[0.365 µM]	-29%
C[C@]1(C(=O)NCCc2c[nH]c3ccccc23)C=C[C@@H](Cc2ccccc2)N1C(=O)c1ccccc1	-2%	-2%	2%	10%	-2%	-7%&2%	?	9%	?	0%
CCN(CC)CCN1C(=O)C(=O)/C(=C(/O)c2ccc(OC(C)C)cc2)C1c1ccncc1 (stereo not drawn)	4%	1%	-2%	5%	3%	8%	9%	-3%	23%	-14%
Cc1ccc(CSCCNC(=O)/C=C/c2ccccc2Cl)cc1	?	2%	3%	1%	-3%	-17%	2%	12%	35%	7%
O=S(=O)(CCc1nc2ccccc2o1)c1ccc(Cl)cc1	4%	1%	-4%	4%	0%	1%	1%	10%	1%	13%
COc1cc2c3nnc(-c4ccc(F)cc4)c-3cn(Cc3cccc(F)c3)c2cc1OC	-1%	?	-7%	6%	-6%	-30%	8%	8%	?	6%
O=C(O)COc1ccccc1/C=N/NC(=O)CSc1nnc(-c2ccc(Cl)cc2)n1C1CCCCC1	-1%	-2%	-12%	-3%	-4%	-5%	-6%	-1%	8%	-4%
CCc1ccc2c(COC(=O)C3CSC4(C)CCC(=O)N34)cc(=O)oc2c1 (stereo not drawn)	?	1%	3%	2%	-2%	·	·	4%	·	5%
NC(=O)c1ccccc1NC(=O)CCCCCn1nnc2ccccc2c1=O	1%	-3%	1%	6%	-2%	-4%	6%	6%	35%	-6%
CCOc1ccc(C2/C(=C(\O)c3ccc4c(c3)OCCO4)C(=O)C(=O)N2CCCn2ccnc2)cc1OC (stereo not drawn)	4%	-1%	-6%	-1%	0%	6%	4%	9%	-18%	2%
COc1ccc(NS(=O)(=O)c2cccc(C(=O)N/N=C/c3cccs3)c2)cc1	4%	2%	-4%	-9%	-1%	-18%	-5%	4%	-11%	-17%
Cc1ccc(C2=N/C(=C\N3CCCCC3)C(=O)O2)cc1	5.4µM*	4.1µM*	1.1µM*	·	2.2µM*	-26%	?	17%	-44%	?
C=CCN(C(=O)CNC(=O)c1ccco1)C(C(=O)NC1CCCCC1)c1ccc(F)cc1 (stereo not drawn)	3%	3%	1%	7%	2%	0%	-2%	4%	26%	6%
(more compounds)
SMILES	FLuc modulator	ELG1 genotox	Rab9 promoter act	uPA surface inh	NPC1 prom act	Gal4-VP16 FLuc	MBNL1-CUG inh	p53 reactivation	RORgamma inh	BRCA1 expr act
Cc1ccc(S(=O)(=O)NCC(=O)NNC(=O)c2ccc(Br)cc2)cc1C	·	1%	·	-3%	·	·	·	9%	·	-16%
COc1cccc(-n2nnc3c(=O)n(CC(=O)N4CCC(Cc5ccccc5)CC4)cnc32)c1	-5%	-1%	1%	-5%	-2%	-1%	-1%	2%	2%	-7%
O=S(=O)(Nc1cccnc1Cl)c1ccc(F)cc1	-1%	-5%	-4%	1%	1%	6%	-10%	0%	-16%	-15%
Cc1cc(NC(=O)COC(=O)C2CCC(=O)N2)c([N+](=O)[O-])cc1C (stereo not drawn)	-2%	32%	2%	0%	-6%	6%	·	-5%	11%	0%
COc1ccc(OC)c(S(=O)(=O)NCCCn2ccnc2)c1	0%	0%	1%	4%	-7%	·	1%	·	·	-3%
Cc1cccc(NC(=O)c2nc(-c3ccccc3)n(-c3ccccc3)n2)c1C	8%	-2%	-1%	7%	-1%	-4%	1%	2%	18%	-16%
O=C(CCn1c(=O)sc2ccccc21)Nc1cccnc1	-1%	1%	1%	11%	2%	3%	3%	15%	-22%	9%
CC(OC(=O)c1nc(-c2ccccc2)n(-c2ccccc2)n1)C(=O)Nc1cc(Cl)cc(Cl)c1 (stereo not drawn)	-5%	-1%	0%	-6%	-3%	5%	-11%	-24%	?	-9%
O=C(Cn1ncc2c1-c1ccccc1OC2)Nc1ccc(S(=O)(=O)N2CCCCC2)cc1	-1%	-6%	3%	?	-3%	4%	3%	5%	-3%	-74%
O=C(O)C1CCN(C(=O)c2cc(F)cc3c2OCOC3)CC1	0%	-1%	-5%	6%	-5%	-13%	·	-1%	-21%	17%
CCS(=O)(=O)n1nc(NCc2cccc(OC)c2)nc1NCc1cccc(OC)c1	2%[2.3 µM]	-11%	-1%	7%	0%	-5%	-16%	-8%	0%	-54%
COc1cccc(N2CCN(c3ccc4nnc(CCC(=O)Nc5ccc(F)cc5)n4n3)CC2)c1	1%	-11%	-2%	-4%	-3%	3%	-4%	9%	17%	-12%
CCCCN1CC(O)=C(c2nc3ccccc3[nH]2)C1=N	?	?	?	-9%	?	-6%	-5%	?	?	40%
COc1ccc(/C=C/C(=O)Oc2ccc(C)c(C)c2)cc1OC	-16%	0%	-4%	-6%	-7%	-8%	-9%	1%	40%	-3%
O=C(CN(c1ccccc1)S(=O)(=O)c1ccccc1)NCCSc1nc2ccccc2s1	2%	-6%	1%	8%	-7%	2%	22%	3%	15%	-30%
CC(Nc1cc(=O)n(C)c(=O)[nH]1)c1ccccc1 (stereo not drawn)	0%	-2%	0%	4%	0%	-1%	-4%	1%	1%	-44%

Record cards (already shown). Order of screens: FLuc modulator, ELG1 genotox, Rab9 promoter act, uPA surface inh, NPC1 prom act, Gal4-VP16 FLuc, MBNL1-CUG inh, p53 reactivation, RORgamma inh, BRCA1 expr act
O=S(=O)(Nc1cccnc1Cl)c1ccc(F)cc1 is listed with -1%, -5%, -4%, 1%, 1%, 6%, -10%, 0%, -16%, -15%
COc1ccc(OC)c(S(=O)(=O)NCCCn2ccnc2)c1 is listed with 0%, 0%, 1%, 4%, -7%, ·, 1%, ·, ·, -3%
CCS(=O)(=O)n1nc(NCc2cccc(OC)c2)nc1NCc1cccc(OC)c1 is listed with 2%[2.3 µM], -11%, -1%, 7%, 0%, -5%, -16%, -8%, 0%, -54%
CCCCN1CC(O)=C(c2nc3ccccc3[nH]2)C1=N is listed with ?, ?, ?, -9%, ?, -6%, -5%, ?, ?, 40%
Cc1cccc(NC(=O)c2nc(-c3ccccc3)n(-c3ccccc3)n2)c1C is listed with 8%, -2%, -1%, 7%, -1%, -4%, 1%, 2%, 18%, -16%

High-throughput results deposited in PubChem by National Center for Advancing Translational Sciences (NCATS).
